AID inhibitor: inhibitors of human activation induced cytidine deaminase. Q9GZX7. AID 1347428. Potency, µM (titrated, usually from 115 µM), inactives show top-dose activity change, negative = inhibition, actives largely listed as inhibitors. AID deamination FRET fluorescence, UDG-coupled, 4 h. actives 0.32% (n = 91,000); also: nearly all actives have a fitted effect of over 25% in size
Target sequence (Q9GZX7 whole entry, looked up): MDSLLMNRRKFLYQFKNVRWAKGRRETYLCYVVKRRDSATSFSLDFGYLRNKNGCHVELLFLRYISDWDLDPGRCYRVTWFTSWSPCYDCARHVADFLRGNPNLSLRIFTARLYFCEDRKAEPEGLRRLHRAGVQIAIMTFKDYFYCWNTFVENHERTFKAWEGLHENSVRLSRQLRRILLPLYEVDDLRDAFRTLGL
UDG counterscr: UDG inhibition counter-screen. FRET deamination/UDG coupled assay, UDG read, 4 h. AID 1347430. Potency, µM (top dose mostly 115 µM), for the others: at the highest dose activity change, negative = inhibition, hits mostly inhibitors. actives 0.14% (n = 91,000); also: nearly all actives have a fitted effect of over 65% in size
* hit, by the source's call; ? = inconclusive; & = joins results of further samples; [ ] = remark or other dose. Calls follow the shape of the dose curve; as a rule, active = well fitted curve in the direction sought with a large enough effect; inconclusive = small, poorly fitted or top-dose-only effect, or another doubt; inactive = no such curve, though single readings can be large; an effect the other way counts as inactive or inconclusive. % is scaled to controls: 0 for no effect and ±100 for the full control effect; potency is read from the fitted curve at half-maximal effect. Not all compounds are listed (hit frequency here may not be typical).

structure | AID inhibitor | UDG counterscr
C=Cc1ccc(COc2ccc3oc(-c4ccccc4)c(C(=O)OCC)c3c2)cc1 | 15%[57.5 µM] | -7%[57.5 µM]
CCSc1ccccc1C(=O)N1CCN(c2nc3ccccc3s2)CC1 | ? | 5%
Cc1ccccc1OCC(=O)OCc1cc(=O)n2nc(C3CCCCC3)sc2n1 | 25% | -5%
CC(=O)c1ccc(-c2ccc(C(=O)OC(C)C#N)o2)cc1 (centres undefined) | 1% | 8%
C[C@H](NC(=O)/C=C/c1ccccc1)C(=O)O | 1% | -3%
CCOC(=O)c1sc(Nc2ccccc2)nc1C(F)(F)F | -19% | -8%
O=C(CC1N=C2c3ccccc3N=C(SCc3cccc(Cl)c3)N2C1=O)NC1CCCCC1 (centres undefined) | ? | ?
COc1cccc(CNC(=O)CCn2cccn2)c1 | 6% | -3%
Cc1nc2nc(SCC(=O)NC3CCC(C)CC3)nn2c(C)c1Cc1ccccc1Cl (centres undefined) | ? | -24%
O=C(CSc1nc2c([nH]c3ccccc32)c(=O)n1-c1ccc(F)cc1)Nc1ccc2c(c1)OCO2 | 45%[activator] | 0%
CCc1ccc(NC(=O)CCn2nc(-c3ccccc3OC)c3c(C)cc(C)nc32)cc1 | ? | -16%
Cc1ccc2nc(-c3cccs3)c(Nc3ccc4c(c3)OCCO4)n2c1 | 33%[activator] | -3%
Cc1ccccc1/[N+]([O-])=C/c1ccccc1 | 3% | ?
CC(C)Oc1ccc(CNC(=O)C2CCCN(S(=O)(=O)c3ccc4c(ccn4C)c3)C2)cc1 (centres undefined) | 11% | 22%
CC(C)OC(=O)CCNC(=O)c1ccc(CS(C)(=O)=O)cc1 | -4% | -6%
C=C(C)CNC(=S)NNC(=S)NC1CCCC(C)C1C (centres undefined) | -3% | 5%
CNc1nc(-c2cn(CCC#N)c3ccccc23)cs1 | 39%[activator] | 20%
Cc1ccccc1Nc1cc(C(=O)NC2CCC(C)CC2)c2ccccc2n1 (centres undefined) | -9% | -1%[57.5 µM]
Cc1ccc(S(=O)(=O)c2nnn3c2nc(N2CCCC2)c2sccc23)cc1C | 8% | 45%[activator]
Cc1ccc(C(=O)NC(C2CC2)C2CC2)cn1 | 22% | 13%
COc1cccc(CNC(=O)COC(=O)c2nn(C)c(=O)c3ccccc23)c1 | 1% | 10%
COc1ccc(NS(=O)(=O)c2nnc(NC(=O)c3ccccc3F)s2)cc1 | -14% | 13%
Cc1c(CC(=O)O)c(=O)oc2cc(OCc3nn[nH]n3)ccc12 | 13% | -6%
Cc1ccc2occ(CC(=O)Nc3ccc(S(N)(=O)=O)cc3)c2c1 | 3% | -17%
Cn1c(=O)c2c(nc(Sc3ccccc3N)n2Cc2ccc(F)cc2)n(C)c1=O | 7% | -2%

Remaining list, next part:
structure | AID inhibitor | UDG counterscr
CCn1c(CN(c2ccccc2)S(C)(=O)=O)nnc1SCC(=O)c1cc(C)n(CC)c1C | 12% | -5%
O=C(c1ccc(Cl)cc1Cl)N(C1CCCCC1)C1CCCCC1 | -9% | 4%
CCCCC(CC)C(=O)NC12CC3CC(CC(C3)C1)C2 (centres undefined) | -5% | -7%
Cc1ccc2c(c1)-c1onc(C(=O)N(C)c3cccc(C(F)(F)F)c3)c1CO2 | -8% | -5%
CC(C)(C)c1ccc(O)c(NC(=O)c2cc(F)cc(F)c2)c1 | 1% | 0%
O=C(Nc1cc(Cl)cc(Cl)c1)c1ccc(F)c(S(=O)(=O)N2CCN(c3ccccc3F)CC2)c1 | ? | -8%
COc1cccc(CNCc2cccc3[nH]ccc23)c1 | 6% | -1%
COc1c2occc2c(OC)c2c(=O)cc(C(F)(F)C(F)F)oc12 | 4% | 3%
COc1ccc(-c2c3c(nc4sc(C(=O)Nc5ccc(F)cc5)c(N)c24)CC(C)(C)CC3=O)cc1 | ? | ?
CCC1CCCCN1C(=O)Cn1c(=O)n(CCCCCC(=O)NCc2ccccc2)c(=O)c2sccc21 (centres undefined) | ? | -19%
CC(=O)OC1CCC2(C=O)C3CCC4(C)CC(C5=CC(=O)OC5)CC4(O)C3CCC2(O)C1 (centres undefined) | 1% | -2%
CCC1CCCCN1C(=O)Cn1c(-c2ccc(F)cc2)nc(C)cc1=O (centres undefined) | -5% | -7%
CCC(=O)N1CCc2cc(Br)cc(S(=O)(=O)N3CCCC(C(=O)Nc4cc(C)ccc4OC)C3)c21 (centres undefined) | -11% | -13%
O=C(NCc1ccccc1Cl)c1ccc(NC(=O)c2nsc3ccccc23)cc1 | 9% | 10%
Cc1cccc(OCC(O)CN)c1 (centres undefined) | -2% | -6%
CC(Nc1ccc(-c2nc(-c3ccccn3)no2)cc1[N+](=O)[O-])c1ccccc1 (centres undefined) | -21% | ?
COCCn1c(SCc2ccccc2C#N)nnc1-c1ccc(Cl)cc1 | 1% | 8%
Cc1cc(C)c2cc(C(=O)NCCN(C(C)C)C(C)C)[nH]c2c1 | -7% | -10%
O=C(O)C(Br)Cc1ccc(Cl)cc1 (centres undefined) | 4% | -2%
COc1ccc(-c2c(C)oc3cc(OCC(=O)NCCC4=CCCCC4)ccc3c2=O)cc1 | ? | ?
CCCCC(=O)Nc1ccccc1C(C)CC (centres undefined) | -2% | -4%
CCc1ccc(NC(=O)N(Cc2cn(CC)c3ccccc23)C2CCCCC2)cc1 | -13% | 3%
COc1ccc(CNC(=O)c2ccc(NC(=O)N3CC4CCCN4c4ccccc43)cc2)cc1 (centres undefined) | -8% | 0%
NS(=O)(=O)c1cc2c(cc1Cl)NC=NS2(=O)=O | 1% | 7%
Cc1cccc(/C=N/NC(=O)CCc2ccccc2)c1 | -6% | 0%

New compounds follow:
structure | AID inhibitor | UDG counterscr
S=C(N/N=C/C(c1ccccc1)c1ccccc1)Nc1ccccc1Cl | -7% | -9%
NS(=O)(=O)c1ccc(NC(=O)CCn2c(=O)oc3ccccc32)cc1 | 23% | 1%
O=C(Cn1ncn2c(cc3ccccc32)c1=O)NCc1ccc(F)cc1 | 5% | 1%
O=C(Oc1ccc(Cl)cc1)c1cc(-c2ccc3c(c2)OCCO3)on1 | 1% | 60%[activator]
Cc1n[nH]c(C)c1/C=C/C(=O)c1ccc(Br)cc1 | -13% | -10%
Fc1ccc(Nc2c(-c3ccco3)nc3ccccn23)cc1 | 22% | -12%
COC(=O)c1ccc(NC(=O)C(=O)NCCc2csc3nc(-c4ccccc4F)nn23)cc1 | 36%[activator] | -4%
Cc1ccc2oc(-c3cc(NC(=O)c4cccs4)cc(C)c3O)nc2c1 | 40%[activator] | 13%
O=C(CSc1nc2c(c(=O)[nH]1)CN(Cc1ccc3c(c1)OCO3)CC2)Nc1cc(F)ccc1F | -12%&-17% | -1%&-10%
CC[Si](C)(CC)COC(=O)CCC[N+](C)(C)C | 1% | 6%
N#C/C(=C\c1ccc(-c2ccccc2Cl)o1)c1ccc(F)cc1 | -3% | -7%
Cc1noc(Cn2c(=O)c3ccccc3n(CC(=O)Nc3cccc(Cl)c3C)c2=O)n1 | -14% | -14%
COC(=O)c1cccc2c1-c1ccccc1C2=O | 6% | 2%
O=C(O)c1cc(N2CCOCC2)ccn1 | 1% | -2%
N#Cc1ccc(CNc2ccccc2C(N)=O)cc1 | 2% | 0%
Cc1ccc(-n2c(COCC(=O)O)nc3cccnc32)cc1 | 2% | -14%
CC(C)(C)c1cc(N)c(O)c(Cl)c1 | -6% | 1%
CCOc1ccc(NC(=O)c2ccc3c(c2)CCN3S(=O)(=O)CC)cc1 | 12% | -16%
O=[N+]([O-])c1ccccc1/C=C/C=N/Nc1nc(Cl)c(Cl)cc1Cl | -18% | -4%
N#CC(C#N)=C(N)/C(C#N)=C/c1ccc(O)cc1 | 6% | -4%
CN(CC(=O)NC1(C#N)CCCCC1)Cc1ccc(C(F)(F)F)cc1 | -9% | -1%
COc1ccccc1CNc1ncnc2c1nnn2C | 1% | -2%
CCN1C(=O)c2ccccc2S(=O)c2ccc(C(=O)NCc3ccc(Cl)cc3)cc21 (centres undefined) | ? | -3%
Cc1ccc(-c2nc(C(=O)NCc3ccccc3Cl)c3n2CCCCC3)cc1 | ? | -10%
Cc1ccc(/C=C/c2ccc3cccc(O)c3n2)cc1C | 24% | 9%

Next part
SMILES	AID inhibitor	UDG counterscr
O=C(NCCCc1ccccc1)c1ccc2c(c1)sc1nc(-c3ccc(F)cc3)cn12	?	-12%[57.5 µM]
FC(F)Oc1ccc(CNC23CC4CC(CC(C4)C2)C3)cc1	-3%	3%
Fc1ccc(-c2noc3ncnc(NCCc4ccc(Cl)cc4)c23)cc1	-4%	21%
CCc1ccc(-n2c(=O)c3sc4ccccc4c3n(CC(=O)N(CC)Cc3ccccc3)c2=O)cc1	0%	4%
CCN(CC)S(=O)(=O)c1ccc(NC(=O)CSc2nc3ccccc3n2CC)cc1	-11%	-6%
CCOc1ccccc1CNC(=O)C1CCN(Cc2cc3ccccc3n2Cc2ccccc2)CC1	-8%	-14%[57.5 µM]
CCCCN(Cc1ccccc1)c1ccc(NS(=O)(=O)c2ccc(C(C)C)cc2)cc1C(=O)O	-4%	-7%
Cc1ccc2oc(C(=O)N(Cc3cccc(F)c3)C3CCS(=O)(=O)C3)c(C)c2c1 (centres undefined)	?	?

An excerpt from above in order of the AID inhibitor value, high to low.
structure | AID inhibitor
CCCCN(Cc1ccccc1)c1ccc(NS(=O)(=O)c2ccc(C(C)C)cc2)cc1C(=O)O | -4%
CCOc1ccccc1CNC(=O)C1CCN(Cc2cc3ccccc3n2Cc2ccccc2)CC1 | -8%
CCN(CC)S(=O)(=O)c1ccc(NC(=O)CSc2nc3ccccc3n2CC)cc1 | -11%

(list continues)
SMILES	AID inhibitor	UDG counterscr
CCCC1Cc2c(sc3nc(SCC(=O)c4ccccc4)nc(N)c23)CO1 (centres undefined)	3%	-9%
O=C(O)COc1ccccc1/C=N/O	8%	5%
COc1cccc(C2CC(=O)N3CN(C4CCCCC4)CSC3=C2C#N)c1 (centres undefined)	?	-8%
CC(=O)c1ccc(N2CCN(C(C(=O)O)c3cn(C)c4ccc(C(=O)O)cc34)CC2)cc1 (centres undefined)	1%	-5%
Cc1nc(-c2ccccc2)sc1CCNC(=O)c1ccco1	8%	11%
Cc1ccc(CNC(=O)C(=O)NCC(c2ccco2)S(=O)(=O)c2ccccc2)cc1 (centres undefined)	12%	?
Cc1ccc(CCNc2nc3c(S(=O)(=O)c4ccc(C)cc4)nnn3c3ccsc23)cc1	?	-22%
COc1cccc(CN(C(=O)COc2ccc(Cl)c(C)c2)C2CCS(=O)(=O)C2)c1 (centres undefined)	?	-4%

Next part:
SMILES	AID inhibitor	UDG counterscr
CC1=C/C(=N\NC(N)=S)C(C)C1 (centres undefined)	3%	9%
Cc1ccc(F)c(NC(=O)CCNC(=O)c2ccco2)c1	0%	-5%
O=C(/C(Br)=C\Nc1ccc(F)cc1)C(F)(F)F	32%[activator]	8%
N#CC1(Nc2ccccc2)CCCCC1	-9%	-5%
CCn1c(=O)c2cc(C(=O)NCCc3ccc(OC)c(OC)c3)sc2c2ccccc21	12%	-6%
CCCOc1ccc(C(=O)Nc2ccc3oc(-c4ccc5ccccc5c4)nc3c2)cc1	41%[activator][57.5 µM]	15%[57.5 µM]
CCNC(=O)c1cccc(NC(=O)Cc2ccc(OC)cc2)c1	1%	-4%
CCOc1cc(C2C(C(=O)OC)=C(C)NC3=C2C(=O)c2ccccc23)ccc1OCC#N (centres undefined)	-3%	1%

Next part:
SMILES	AID inhibitor	UDG counterscr
CS(=O)(=O)Oc1ccc2c(c1)O/C(=C\c1ccc3c(c1)OCO3)C2=O	3%	-4%
COc1ccc(/C=C2\Oc3cc(OS(C)(=O)=O)ccc3C2=O)cc1	-14%	2%
O=C(Nc1ccc(O)c(-c2nc3ccccc3o2)c1)c1cccnc1	-12%	-6%
COc1ccc(NC(=O)Cn2c(=O)oc3cc(S(=O)(=O)N4CCCCC4C)ccc32)cc1 (centres undefined)	0%	?
O=C(NCCc1ccc(Cl)cc1)c1ccccn1	-2%	-5%
COCCNC(=O)c1ccc2nc(Cc3ccccc3)oc2c1	-9%	-6%
c1ccc(Oc2cccc(-c3nc4ccccc4s3)c2)cc1	3%	8%
COc1ccc(Cl)cc1C(C)=O	3%	3%

Copied from the list:
In AID inhibitor, `COc1ccc(Cl)cc1C(C)=O` reads 3%
In UDG counterscr, `CS(=O)(=O)Oc1ccc2c(c1)O/C(=C\c1ccc3c(c1)OCO3)C2=O` reads -4%
In UDG counterscr, `COCCNC(=O)c1ccc2nc(Cc3ccccc3)oc2c1` reads -6%

The list goes on:
SMILES	AID inhibitor	UDG counterscr
CC(C)c1ccc(NC(=O)c2ccc(N(C)C)cc2)cc1	-1%	11%
O=C(OCC1CCCO1)c1ccc2c(c1)N(Cc1cccc(Cl)c1)C(=O)c1ccccc1S2(=O)=O (centres undefined)	3%	12%
Cc1cc(C)c2c(=O)[nH]c(SCC(=O)c3ccc(C)c(C)c3)nc2n1	-8%	0%
Cc1cc(C)c(NC(=O)C(C)n2nc(C)c3sc4ccccc4c3c2=O)c(C)c1 (centres undefined)	4%	1%
Cc1ccc(-n2c3c(c(=O)[nH]c2=O)C(NS(=O)(=O)c2ccc(C)cc2)(C(F)(F)F)C(=O)N3)cc1 (centres undefined)	-14%	-9%

Filtered by structure, the compounds so far with a tert-butyl group (2)
SMILES	AID inhibitor	UDG counterscr
CC(C)(C)c1ccc(O)c(NC(=O)c2cc(F)cc(F)c2)c1	1%	0%
CC(C)(C)c1cc(N)c(O)c(Cl)c1	-6%	1%
